GLP1R ag: qHTS of GLP-1 Receptor Agonists | Glucagon-like peptide 1 receptor (Homo sapiens), P43220 | 380,000 compounds, 0.007% hits | AID 624172, 2012 | HEK293 GLP-1R CRE-luciferase, luminescence, 4-6 h; cells express a hypersensitive GLP-1R form | Potency, µM (titrated, usually from 45.6 µM), for the others: at the top dose activation, most hits filed as activators; further: potency means the concentration at half of the fitted maximal effect; % of control where 0% means no effect
EPAC1 ag: qHTS for Agonist of cAMP-regulated guanine nucleotide exchange factor 3 (EPAC1): primary screen; Rap guanine nucleotide exchange factor 3 (Homo sapiens), O95398; EPAC1 agonist qHTS, biochemical assay; response scale: 100% = response to 6.5 mM cAMP; Potency, µM (top dose mostly 154 µM), for inactives: top-dose activation, most hits filed as activators; 360,000 compounds, 0.073% hits; AID 720707, 2013; further: potency means the concentration at half of the fitted maximal effect; nearly all actives have a fitted effect of over 60% in size
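Fluorescent GDP-exchange assay: 100 nM EPAC1 with 250 nM Rap1B preloaded with BODIPY-GDP and 50 uM GDP; compounds tested as concentration series, 5 min at room temperature, then read every 5 min for 30 min (ex 480/em 540 nm); normalized to 6.5 mM cAMP.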
PLK1 PBD inh: qHTS for Inhibitors of PLK1-PDB (polo-like kinase 1 - polo-box domain): Primary Screen. Serine/threonine-protein kinase PLK1 (Homo sapiens), P53350. Plk1 PBD binding of FITC phosphopeptide, fluorescence polarization. Potency, µM, without a hit: max response, negative = inhibition, usual class: inhibitors. 360,000 compounds, 2.8% hits. AID 720504, 2013; further: potency means the concentration at half of the fitted maximal effect; series mostly up to about 57 µM; on the % scale 0 is the no-effect control and ±100 the full control effect; nearly all actives have a fitted effect of over 65% in size
Target sequence (P53350 whole entry, looked up, the tested form may be a part): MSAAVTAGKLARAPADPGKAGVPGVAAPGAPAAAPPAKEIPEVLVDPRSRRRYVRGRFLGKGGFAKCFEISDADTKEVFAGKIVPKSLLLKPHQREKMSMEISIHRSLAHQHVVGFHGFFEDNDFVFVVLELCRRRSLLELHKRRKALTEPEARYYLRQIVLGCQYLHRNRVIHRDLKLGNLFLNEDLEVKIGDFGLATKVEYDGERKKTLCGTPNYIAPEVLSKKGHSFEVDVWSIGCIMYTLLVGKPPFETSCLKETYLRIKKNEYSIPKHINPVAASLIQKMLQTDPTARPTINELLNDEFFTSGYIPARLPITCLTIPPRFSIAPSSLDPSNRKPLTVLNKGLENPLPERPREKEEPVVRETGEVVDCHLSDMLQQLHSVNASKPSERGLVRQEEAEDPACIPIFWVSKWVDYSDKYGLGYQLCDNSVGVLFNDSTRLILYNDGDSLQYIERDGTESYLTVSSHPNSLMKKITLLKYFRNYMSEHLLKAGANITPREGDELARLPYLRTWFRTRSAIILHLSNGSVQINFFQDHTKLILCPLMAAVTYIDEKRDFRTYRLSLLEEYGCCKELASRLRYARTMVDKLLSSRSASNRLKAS
GLP1R cytotox: qHTS of GLP-1 Receptor Inverse Agonists: Cytotox Screen. HEK293 cAMP-luciferase reporter cells, luminescence, 24 h. Potency, µM (series often up to 38.3 µM), inactives show at the top dose activity change, negative = inhibition, actives largely listed as inhibitors. 410,000 compounds, 0.13% hits. AID 624418, 2012;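 further: loss of luciferase light is scored as toxicity; potency means the concentration at half of the fitted maximal effect; on the % scale 0 is the no-effect control and ±100 the full control effect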
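A 23 nL compound transfer followed 12 hours of cell culture at 37 deg C; exposure then lasted 24 hr. Luciferase assay detection reagent was dispensed and plates read for luminescence after a 12 min room-temperature wait.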
IL-2 act: qHTS of IL-2 Activators; IL-2 activation reporter assay, cell-based qHTS; stimulated with anti-CD3/CD4/CD28 beads; in transgenic mouse T cells; activation, % (series mostly up to about 46 µM); 360,000 compounds, 0.065% hits; in the data active means activation above about 50%; inconclusive means mostly about 30% to 49%; further: 0% is about no effect
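Quantitative HTS in unstimulated transgenic mouse T cells, with memory T cells as non-tolerant control and PMA/ionomycin as tolerance-bypass control. Compound pretreatment lasted 60 minutes before 18 h bead stimulation; EGFP/DsRed fluorescence read.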
PI5P4Ka inh: qHTS for Inhibitors of phosphatidylinositol 5-phosphate 4-kinase (PI5P4K); PI5P4Kalpha enzyme, ADP-Glo luminescence, 60 min; stronger effect = lower value; AID 652105, 2013; max response, %; Phosphatidylinositol 5-phosphate 4-kinase type-2 alpha (Homo sapiens), P48426; 330,000 compounds, 1.2% hits; active means max response of -50% or lower; inconclusive means between -30% and -50%; inactive means -30% or higher; further: value at the top dose of about 77 µM; on the % scale 0 is the no-effect control and ±100 the full control effect
Target sequence (P48426 whole entry, looked up): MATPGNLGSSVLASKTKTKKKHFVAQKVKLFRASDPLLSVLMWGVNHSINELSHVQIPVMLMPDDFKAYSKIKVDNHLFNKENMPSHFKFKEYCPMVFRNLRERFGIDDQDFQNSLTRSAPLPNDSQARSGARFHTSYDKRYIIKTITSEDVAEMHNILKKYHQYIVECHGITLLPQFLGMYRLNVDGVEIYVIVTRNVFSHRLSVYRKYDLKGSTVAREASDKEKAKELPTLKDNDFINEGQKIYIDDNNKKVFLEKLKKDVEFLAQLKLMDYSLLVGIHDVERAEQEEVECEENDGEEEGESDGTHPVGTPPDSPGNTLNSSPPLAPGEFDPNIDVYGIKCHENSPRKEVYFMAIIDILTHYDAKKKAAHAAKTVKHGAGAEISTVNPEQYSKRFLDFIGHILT
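qHTS, 1536-well: enzyme/substrate mix, compound by pin tool, 5 microM ATP final; RT 60 min; ADP-Glo reagents 1 (45 min) then 2 (30 min); luminescence.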
GLP1R inv ag: qHTS of GLP-1 Receptor Inverse Agonists (Inhibition Mode). 410,000 compounds, 1.6% hits. HEK293 GLP-1R CRE-luciferase, luminescence, 24 h; GLP-1R form is constitutively active. Potency, µM (series often up to 38.3 µM), for the others: at the top dose activity change, negative = inhibition, usual class: inhibitors. AID 624417, 2012; further: potency means the concentration at half of the fitted maximal effect; on the % scale 0 is the no-effect control and ±100 the full control effect; nearly all actives have a fitted effect of over 55% in size
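HEK293 cells stably co-expressing a cAMP-responsive luciferase reporter and constitutively active GLP-1R were seeded, incubated 12 h, then exposed to compounds for 24 h at 37 C. Luminescence was read 12 min after detection reagent; inverse agonists lower signal.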
EPAC1 antagonist: qHTS for Antagonist of cAMP-regulated guanine nucleotide exchange factor 3 (EPAC1): primary screen; Potency, µM (top dose mostly 115 µM), inactives show top-dose activity change, negative = inhibition, actives largely listed as inhibitors; EPAC1 GEF assay, Rap1b-BODIPY-GDP exchange fluorescence; Rap guanine nucleotide exchange factor 3 (Homo sapiens), O95398; AID 720709, 2013; 360,000 compounds, 0.14% hits;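 further: potency means the concentration at half of the fitted maximal effect; plate controls were vehicle for no effect and positive control for full effect; nearly all actives have a fitted effect of over 50% in size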
PTHR1 agonist: qHTS for PTHR1 Agonists: Primary Screen | Parathyroid hormone/parathyroid hormone-related peptide receptor (Homo sapiens), Q03431 | 410,000 compounds, 0.075% hits | HEK293 GP2 PTHR1 cells, GloSensor cAMP luminescence, 1 h | AID 743266, 2014 | Potency, µM (series often up to 115 µM), for inactives: at the highest dose activation, actives largely listed as activators; further: potency means the concentration at half of the fitted maximal effect; nearly all actives have a fitted effect of over 55% in size; some results filed as inactive show a strong effect at the top dose; inactives centre near -15; many of its hits are not listed in these tables
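HEK-293-derived GP2 cells expressing PTHR1 and a GloSensor cAMP reporter, 3,000/well, plated overnight, given luciferin plus IBMX (each 0.5 mM as added) for 1 h at 37 °C, then compound for 1 h at 37 °C. Luminescence was read after 15 min at room temperature.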
Numbers without * were called inactive; i = inactive; ? = inconclusive; nt = not tested or not shown; & = joins results of further samples; [ ] = another dose, or the depositor's remark. Unless noted, the call rests on the fitted dose curve; in most records, active means well fitted curve in the direction sought with a large enough effect; inconclusive means small, poorly fitted or top-dose-only effect, or another doubt; inactive means no such curve, though single readings can be large; an effect the other way counts as inactive or inconclusive. These rows are one share of the data, so the mix of outcomes need not match the whole.

SMILES	GLP1R ag	EPAC1 ag	PLK1 PBD inh	GLP1R cytotox	IL-2 act	PI5P4Ka inh	GLP1R inv ag	EPAC1 antagonist	PTHR1 agonist
COC(=O)c1c(C(=O)OC)c2n(c1C)CCC2	1%	5%	-1%	-3%	-2.4	nt	0%	2%	-8%[57.5 µM]
CCOc1ccc(C(=O)N2CCSC2=S)cc1	-15%	-12%	-7%	-12%	0.4	2	-29%	-9%	i
Nc1ncc2c(n1)CCN(c1ccc([N+](=O)[O-])cc1)C2	16%	6%	-15%	?	-0.4	-4	59%[activator]	-21%	-15%
Cc1ccc(CN2CCN(C(=O)c3cccc4ccccc34)CC2)cc1	12%	-6%	4%	-2%	-5.3	2	4µM*	-12%	-34%[inhibitor]
O=C(O)c1ccc(/C=N/NC(=O)C(O)(c2ccccc2)c2ccccc2)cc1	-3%	1%	5%	10%	-1.0	-1	-1%	-11%	?
CCCCCC(=O)Nc1ccc(-c2csc(C)n2)cc1	1%	5%	-4%	-6%	-0.4	-1	16%	10%	-9%
COc1ccc(N2CCN(C(=O)c3cc(-c4ccc(F)cc4)[nH]c3C)CC2)cc1	7%	19%	-7%	-8%	0.0	0	10µM*	-9%	-30%[inhibitor]
Cc1ccc(C(=O)CSc2nnc(C3CC3)n2C2CC2)s1	-2%	-7%	13%	-9%	1.2	1	-9%	4%	i
C=CCSc1ncccc1C(=O)NCc1ccccc1	8%	15%	-9%	4%	-2.2	nt	0%	-6%	i
CN(C)CCCn1c2c(c(SCC(=O)Nc3ccc4c(c3)OCCO4)nc1=O)CCC2	3%	-8%	-1%	-16%	-0.5	-4	-28%	6%	-12%
COC(=O)C1C2CC3c4[nH]c5cc(OC)ccc5c4CCN3CC2CC(OC(=O)CC(C)=O)C1OC (stereo not given)	4%	6%	31%[activator]	75%[activator]	2.9	-4	4%	13%	-14%
Cc1ccc(C(=O)NCN2CCN(c3ccc(F)cc3)CC2)cc1	-5%	-8%	-4%	22%	0.0	3	8%	22%	-7%
Cc1ccc(CNC(=O)c2ccc(Cn3cc(-c4ccc(C)cc4)nc3-c3ccncc3)cc2)cc1	12%	-10%	-5%	-11%	-0.2	-3	18%	-10%	-41%[inhibitor]
O=C1C=CC2C(c3ccc4c(c3)OCO4)CC1N2Cc1ccccc1 (stereo not given)	5%	5%	-15%	6%	-2.1	1	-18%	-1%	-40%[inhibitor]
c1ccc(COc2cccc(-c3cc4nc(NCc5ccc6c(c5)OCO6)ccn4n3)c2)cc1	8%	-8%	-2%	-4%	0.0	20	?	-6%	-61%[inhibitor]
CC(C)(/C=N/NC(=O)CSCc1ccccc1Cl)CCC#N	16%	6%	-14%	-8%	-0.6	-6	12%	1%	-21%
Cc1ccc(S(=O)(=O)NC(C)C(=O)Nc2ccccc2C(=O)N2CCCC2)cc1 (stereo not given)	-2%	-2%	-11%	-7%	-1.8	4	-9%	1%	i
CCc1nn(CC(=O)N2CCN(c3cc(C)ccc3C)CC2)c(=O)c2cc3occc3n12	0%	8%	-4%	-3%&-7%	-2.2	1	4%&0%	-2%	-19%
Cc1ccc(CONC(=O)c2ccc(Cl)cc2)cc1	5%	7%	-7%	-5%	0.8	1	-17%	35%[activator]	-21%
CN(C)c1cc(-c2cccc([N+](=O)[O-])c2)oc(=O)c1Cl	5%	-8%	0%	18%	-1.4	0	3%	10%	i
O=C(Nc1cc2cccc([N+](=O)[O-])c2oc1=O)c1cccs1	1%	5%	-8%	16%	-1.6	-1	10%	8%	i
COC(=O)CCN(C(=O)c1cc([N+](=O)[O-])cc([N+](=O)[O-])c1)c1ccccn1	1%	0%	-5%	-7%	1.9	1	7%	-11%	i
COCCN1Cc2cccc(C(=O)Nc3cc(C)cc(C)c3)c2C1=O	8%	-8%	-1%	-2%	-0.1	15	11%	1%	i
Cc1ccc2oc(-c3cc(NC(=O)c4cccs4)cc(C)c3O)nc2c1	-4%	nt	nt	-9%	nt	nt	2%	nt	i
O=C(NCCCN1CCN(CCCNC(=O)c2ccc3c(c2)OCO3)CC1)c1ccc2c(c1)OCO2	1%	0%	1%	0%	3.5	2	1%	2%	i
Cc1cc(C)c(NC(=O)CSc2nnc(-c3ccco3)n2N)c(C)c1	-7%	4%	0%	1%	1.4	-1	0%	0%	-3%[57.5 µM]
COc1ccc(C)cc1S(=O)(=O)NCc1cccs1	19%	-13%	0%	5%	-1.0	0	-13%	-7%	i
c1ccc2c(c1)[nH]c1c3ccccc3sc21	20%	-1%	0%	6%	-0.4	33	?	-14%	-78%[inhibitor]
C[C@@H]1CN([C@H](C)CO)C(=O)c2cc(NC(=O)Nc3ccc(C(F)(F)F)cc3)ccc2O[C@H]1CN(C)Cc1ccc(Cl)c(Cl)c1	4%	-14%	-6%	-13%	-0.9	18	?	-20%	i
CCOC(=O)c1cccc(NC(=O)CCn2c(=O)oc3ccccc32)c1	13%&-1%	-3%	2%	-2%&-2%	-0.4	0	-22%&-3%	-7%	-8%
CC1CCN(Cc2c(O)ccc3c(=O)c(-c4nc5ccccc5s4)c(N)oc23)CC1	4%	9%	-7%	3%	0.4	-11	?	-5%	-22%
CCOC(=O)Cc1csc(NC(=O)c2cc(-c3ccncc3)nc3ccccc23)n1	0%	-6%	1%	-14%	0.2	-1	?	8%	-24%
CCOc1ccc2nc(N3CCC(C(=O)Nc4nnc(CC)s4)CC3)sc2c1	-5%	-33%[inhibitor]	-6%	?	-1.6	-3	24%	-4%	-48%[inhibitor]
O=C1NC(Cc2ccc(O)cc2)c2nc3ccc(F)cc3c(=O)n2-c2cc(Cl)ccc21 (stereo not given)	-2%	-7%	?	-9%	-0.4	-23	0%	-16%	-2%
N/C(=N\OC(=O)Cc1ccccc1)c1ccncc1	1%	-1%	-9%	5%	-0.6	-1	20%	7%	i
CC(=O)c1c(C)[nH]c(C(=O)OCC(=O)NCCC2=CCCCC2)c1C	-3%	-3%	1%	-1%	-5.5	4	-38%	-14%	-30%
CSc1nccc(-c2cc(Cl)sc2Cl)n1	4%	-1%	-7%	2%	1.3	15	8%	1%	i
COc1ccc(-c2csc(NC(=O)CCS(=O)(=O)c3ccccc3)n2)c(OC)c1	0%	-2%	?	-34%	-3.2	6	-14%	15%	-33%[inhibitor]
N/C(=N\OC(=O)COc1ccc(Br)cc1Cl)c1cccnc1	0%	0%	-9%	39%[activator]	-0.7	-5	0%	-6%	-18%
CCOc1ccc(N2C(=O)C(=O)/C(=C(/O)c3ccccc3)C2c2ccccc2[N+](=O)[O-])cc1 (stereo not given)	13%	-3%	-19%	4%	-4.0	7	-8%	0%	-12%
COc1ccc(CNC(=O)c2ccc(CS(=O)Cc3ccc(Cl)cc3)o2)cc1 (stereo not given)	3%	-4%	-23%	-7%	1.8	1	-41%	-16%	i
Cc1n[nH]c(C)c1CCCCOc1ccccc1	1%	3%	-25%	-2%	1.6	5	9%	18%	-30%
Cc1ccc(S(=O)(=O)C2(C(=O)N3CCN(C4CCCCC4)CC3)CC2)cc1	9%	-2%	-4%	-20%	2.8	nt	0%	6%	7%[57.5 µM]
COc1ccc(C2(CNC(=O)/C=C\c3ccco3)CCCC2)cc1OC	9%	-2%	?	-31%	-1.7	?	0%	-7%	-3%[57.5 µM]
COc1ccc(N2C(=O)CC(c3cc(OC)c(OC)c(OC)c3)CC2=O)cc1	0%	2%	5%	-16%	1.7	-1	-13%	-16%	-28%
COc1cc(C(=O)Nc2ccc(S(=O)(=O)Nc3nccc(C)n3)cc2)c([N+](=O)[O-])cc1OC	7%	2%	-7%	9%	-3.9	-4	7%	-24%	i
Cc1ccc(Cc2cnc(N3C(=N)SC(c4ccccc4)C3=O)s2)cc1 (stereo not given)	-16%	-5%	-7%	4%	3.3	-73*	13%	?	i
COc1ccccc1N1CCN(C(=O)C(=O)N/N=C/c2ccccc2F)CC1	1%	3%	3%	-1%	-4.2	2	7%	1%	i
Cc1cccn2c(=O)c(/C=C(\C#N)C(=O)NCc3ccco3)c(N3CCCC(C)C3)nc12 (stereo not given)	18%	10%	2%	-19%	0.5	10	?	-11%	-13%
O=C(Nc1ccc(F)cc1)Nc1cc(S(=O)(=O)N2CCOCC2)ccc1N1CCCC1	4%	4%	-5%	-11%	4.1	4	-24%	-9%	i
CCCc1c(-c2ccc(F)cc2F)ncn1Cc1cccc(-c2ccccc2)c1	nt	-4%	-4%	-22%	-0.8	1	?	-15%	-10%
COC(=O)c1cc(-c2ccc(OC)cc2)nc2nc(SC)[nH]c(=O)c12	7%	-14%	-16%	35%[activator]	-3.4	-4	12%	-7%	29%
CCOCCCNC(=O)c1ccc(-n2c(=S)[nH]c3ccccc3c2=O)cc1	3%	-5%	-4%	-1%	0.7	7	12%	-5%	i
O=C(C[n+]1cccc(Br)c1)c1ccc(-c2ccccc2)cc1	10%	14%	-11%	2%	-1.0	2	-14%	-2%	-10%

Single values from the entries so far:
Under PLK1 PBD inh, `Cc1cc(C)c(NC(=O)CSc2nnc(-c3ccco3)n2N)c(C)c1` reads 0%
Under GLP1R ag, `COc1ccc(CNC(=O)c2ccc(CS(=O)Cc3ccc(Cl)cc3)o2)cc1` (stereo not given) reads 3%
